# Pol beta inh: qHTS Assay for Inhibitors of DNA Polymerase Beta | P06746 | Pol beta primer extension/strand displacement, fluorescence kinetic | Potency, µM (highest dose often 114 µM), for inactives: at the top dose activity change, negative = inhibition, hits mostly inhibitors | hit rate 1.3% among 340,000; note: potency is the fitted concentration of half-maximal effect; % is set by controls: 0 for no effect and ±100 for the full control effect
#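 Preincubation: enzyme (10 nM) with compound, 15 min, RT. Reaction: substrate added to 50 nM final. Reads: 0 and 10 min. Analysis: normalized, Hill fit.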
# APE1 inh: qHTS Assay for Inhibitors of the Human Apurinic/apyrimidinic Endonuclease 1 (APE1); DNA repair nuclease/redox regulator APEX1 (Homo sapiens), P27695; recombinant APE1, TAMRA/BHQ-2 abasic DNA cleavage fluorescence; Potency, µM (titrated, usually from 65.8 µM), without a hit: top-dose activity change, negative = inhibition, actives largely listed as inhibitors; hit rate 0.35% among 350,000;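 note: potency is the fitted concentration of half-maximal effect; plate controls were vehicle for no effect and reference inhibitor for full effect; nearly all actives have a fitted effect of over 55% in size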
#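 Step 1: APE1 (0.75 nM) with compound, 15 min RT. Step 2: add 50 nM fluorophore/quencher THF duplex. Step 3: three fluorescence reads 60 s apart (525/598 nm); read 3 minus read 1 = reaction progress.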
# ERG-DNA inh: qHTS for Small Molecule Inhibitors of the ERG Ets/DNA interaction | Transcriptional regulator ERG (Homo sapiens), P11308 | fluorescence polarization, His-ERG Ets domain / labelled DNA | Potency, µM (top dose mostly 76.9 µM), inactives show at the top dose FP activity, negative = inhibition, most hits filed as inhibitors | hit rate 0.028% among 370,000 | AID 624246, 2012; active = well fitted inhibition curve with a large enough effect in the polarisation, with a control signal flat; inconclusive = small, poorly fitted or top-dose-only effect, or effect the other way, or a change in a side signal; inactive = no such curve, though single readings can be large or run the other way; the % refers to the polarisation;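 note: polarization taken with two DNA probes labelled with fluorescein and Texas red; potency is the fitted concentration of half-maximal effect; % of control where 0% means no effect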
#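 His-tagged ERG Ets domain (1 uM in the protein solution; 300mM KCl, 50mM Tris-HCl, 1mM EDTA, 1mM DTT, pH 7.5) received compound, then a probe mix of 5 nM fluorescein-DNA and 100nM Texas-615-DNA. Fluorescence polarization was read for both dyes.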
# BLM helicase inh: qHTS Assay for Inhibitors of Bloom's syndrome helicase (BLM) | RecQ-like DNA helicase BLM (Homo sapiens), P54132 | recombinant BLM DNA unwinding, fluorescence dequenching | Potency, µM (series often up to 56.1 µM), for the others: at the top dose activity change, negative = inhibition, actives largely listed as inhibitors | hit rate 0.2% among 350,000 | AID 2528, 2010;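 note: potency is the fitted concentration of half-maximal effect; plate controls were vehicle for no effect and no enzyme for full effect; nearly all actives have a fitted effect of over 35% in size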
# TRHR ag: qHTS for Small Molecule Agonists and Allosteric Enhancers of Human TRH Receptor: Primary Screen for Agonists. TRHR cells, calcium flux fluo-8, FDSS agonist mode. hit rate 0.18% among 360,000. AID 493084, 2011. activation, % at 2 µM. Thyrotropin-releasing hormone receptor (Homo sapiens), P34981; in the data active = activation above about 30%; note: 0% is about no effect
# Target sequence (P34981 whole entry, looked up): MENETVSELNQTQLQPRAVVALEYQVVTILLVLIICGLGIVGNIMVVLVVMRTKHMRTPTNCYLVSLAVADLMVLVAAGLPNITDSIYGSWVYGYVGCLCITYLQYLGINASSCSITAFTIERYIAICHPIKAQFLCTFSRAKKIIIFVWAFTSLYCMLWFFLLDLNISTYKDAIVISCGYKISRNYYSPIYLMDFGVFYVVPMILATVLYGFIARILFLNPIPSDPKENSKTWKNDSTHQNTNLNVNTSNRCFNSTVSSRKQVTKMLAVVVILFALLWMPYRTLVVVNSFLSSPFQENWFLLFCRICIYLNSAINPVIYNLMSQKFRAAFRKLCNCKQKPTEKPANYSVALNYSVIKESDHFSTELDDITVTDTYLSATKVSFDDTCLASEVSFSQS
#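 In this calcium-flux screen, cells bearing human TRHR are dye-loaded with fluo-8, baselined for 10 cycles, then exposed to library compounds; positive kinetic calcium responses during the agonist phase mark hits, with TRH as control.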
# POLI inh: qHTS for Inhibitors of Polymerase Iota | Pol iota fluorescent replication assay, 10 min | Potency, µM (doses to about 115 µM), for inactives: top-dose activity, negative = inhibition, hits mostly inhibitors | hit rate 1% among 390,000 | AID 588590, 2011; note: potency is the fitted concentration of half-maximal effect
# Target sequence (Q9UNA4 whole entry, looked up): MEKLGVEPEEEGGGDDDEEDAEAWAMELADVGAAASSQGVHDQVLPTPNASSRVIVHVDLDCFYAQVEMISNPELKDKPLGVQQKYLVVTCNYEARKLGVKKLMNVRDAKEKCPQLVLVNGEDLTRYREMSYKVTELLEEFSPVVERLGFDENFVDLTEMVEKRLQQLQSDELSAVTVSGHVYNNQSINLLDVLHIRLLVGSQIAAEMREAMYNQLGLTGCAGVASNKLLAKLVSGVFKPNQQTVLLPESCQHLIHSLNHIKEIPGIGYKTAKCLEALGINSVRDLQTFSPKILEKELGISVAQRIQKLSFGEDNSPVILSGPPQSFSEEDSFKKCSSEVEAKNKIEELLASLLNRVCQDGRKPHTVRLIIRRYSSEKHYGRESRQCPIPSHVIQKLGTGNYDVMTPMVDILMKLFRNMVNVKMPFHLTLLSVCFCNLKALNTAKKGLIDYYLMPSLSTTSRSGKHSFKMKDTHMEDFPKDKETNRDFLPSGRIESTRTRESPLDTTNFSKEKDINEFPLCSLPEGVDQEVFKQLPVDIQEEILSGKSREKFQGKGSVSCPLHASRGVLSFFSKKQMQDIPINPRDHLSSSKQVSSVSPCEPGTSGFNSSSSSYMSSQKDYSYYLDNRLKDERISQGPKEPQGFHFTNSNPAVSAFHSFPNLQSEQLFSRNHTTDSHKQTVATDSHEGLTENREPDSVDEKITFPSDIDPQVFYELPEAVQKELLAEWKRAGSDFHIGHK
#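 Pol iota at 10 nM preincubated 15 min with compounds at room temperature; reaction started with fluorescent substrate, 50 nM final. Fluorescence read kinetically at 0 and 10 min; buffer-only wells as negative control.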
# ALOX12 inh: Primary qHTS assay for inhibitors of human arachidonate 12S-lipoxygenase (ALOX12): Round 2; Polyunsaturated fatty acid lipoxygenase ALOX12 (Homo sapiens), P18054; purified 12hLO, xylenol orange hydroperoxide absorbance; Potency, µM (highest dose often 108 µM), for the others: at the highest dose activity change, negative = inhibition, most hits filed as inhibitors; hit rate 1.1% among 580,000; note: potency is the fitted concentration of half-maximal effect; % is set by controls: 0 for no effect and ±100 for the full control effect
#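 Hydroperoxide product was detected by ferrous iron/xylenol orange as the 573 to 405 nm absorbance ratio. Arachidonic acid at 40 uM (final) was turned over for 30 min at room temperature by 150 nM human 12hLO, pH 7.0 Hepes buffer, after 15 min compound preincubation.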
# Anesthetic bind: qHTS Assay for Identification of Novel General Anesthetics; Potency, µM (top dose mostly 77.5 µM), without a hit: at the highest dose activity change, negative = displacement, usual class: inhibitors; AID 485281, 2010; Ferritin light chain (Equus caballus), P02791; hit rate 0.074% among 350,000; apoferritin/1-aminoanthracene competitive binding, fluorescence; note: potency is the fitted concentration of half-maximal effect; % is set by controls: 0 for no effect and ±100 for the full control effect; nearly all actives have a fitted effect of over 20% in size
#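 Horse-spleen apoferritin (10 uM) in 50% saturated 1-aminoanthracene in PBS was incubated 10 min at room temperature with compound. Fluorescence (ex 380, em 535 nm) was normalized to free and bound 1-AMA, with concentration-response fitted by a four-parameter Hill equation.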
# POLK inh: qHTS for Inhibitors of Polymerase Kappa. DNA polymerase kappa (Homo sapiens), Q9UBT6. purified Pol kappa, fluorescent DNA synthesis assay, 10 min. Potency, µM (top dose mostly 107 µM), without a hit: top-dose activity, negative = inhibition, actives largely listed as inhibitors. hit rate 0.53% among 400,000. AID 588579, 2011; note: potency is the fitted concentration of half-maximal effect; % is set by controls: 0 for no effect and ±100 for the full control effect
#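 Inhibition of 10 nM Pol kappa is measured by a fluorescent read-out at 0 and 10 min following addition of 50 nM substrate (final), with a 15-min room-temperature compound preincubation.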
# * = called active by the depositor; ? = inconclusive; . = not tested or not shown; & = joins results of further samples; [ ] = dose if it differs, or a comment. Unless noted, calls come from the whole dose curve; as a rule, active = well fitted curve in the direction sought with a large enough effect; inconclusive = small, poorly fitted or top-dose-only effect, or another doubt; inactive = no such curve, though single readings can be large; an effect the other way counts as inactive or inconclusive. Not all compounds are listed; the hit share may differ from the screen's.
# Every second line gives: POLK inh	APE1 inh	POLI inh	Anesthetic bind	ALOX12 inh	Pol beta inh	TRHR ag	ERG-DNA inh	BLM helicase inh
C=CCNC(=O)c1c(O)c2cccc3c2n(c1=O)CCC3
 : -5%	10%	-19%	-6%	-3%	17%	-0.6	13%	-4%
CCc1ccc(NS(=O)(=O)c2ccc(OC)c3ncccc23)cc1
 : -1%	12%	50%[activator]	0%	?	22%	-0.4	-2%	-1%
CCC(NC(=O)Nc1cccc(C)c1)c1c(-n2cccc2)sc2c1CCN(C)C2 (stereo not drawn)
 : 1%	.	16%	-6%	-68%&-23%	2%	1.3	0%	0%
Cc1c(CCO)c(=O)n2c([nH]c3ccccc32)c1C#N
 : -1%	-7%	23%	81%[activator]	30%	2%	0.7	-5%	1%
CC12C(=O)N(c3nccs3)C(=O)C1(C)C1CCC2O1 (stereo not drawn)
 : -10%	.	31%[activator]	.	27%	.	.	16%	.
CCOCCOCCC(C(=O)OCC)P(=O)(c1ccccc1)c1ccccc1 (stereo not drawn)
 : -4%	9%	4%	-13%	19%	-1%	0.0	2%	-4%
CCCN1CCN(C(=O)C(NC(=O)c2ccco2)C(C)C)CC1 (stereo not drawn)
 : -6%	43%	13%	3%	?	0%	-0.7	-10%	-1%
Cc1ccc(C)c(NC(=O)c2cc(-c3ccccc3)nn2-c2ccccc2)c1
 : -14%	-1%	2%	9%	-16%	-22%	0.1	1%	-2%
CCN1C(=O)C(CC(=O)Nc2ccc(OC)cc2)N(CCc2ccc(OC)cc2)C1=S (stereo not drawn)
 : -7%	?	53%[activator]	51%[activator]	?	-27%	-1.0	1%	-25%
CN(C)C1CCN(CCCOc2ccc(-c3ccc(C#N)cc3)cc2)C1 (stereo not drawn)
 : 14%&10%[60.1 µM]	-6%&-2%	.	-13%&8%	.	.	.	.	5%&60%
O=C(OCC(=O)N(Cc1ccccc1)Cc1ccccc1)c1ccccc1NCCO
 : -8%	-17%	?	.	?	.	-0.1	-10%	.
FC(F)(F)C(F)(F)c1nnc2ccc(-n3ccnc3)nn12
 : 0%	-1%	84%[activator]	-11%	45%[activator]	-19%	0.1	4%	-4%
COc1ccc(C(=O)c2sc3nc(C)cc(-c4cccs4)c3c2N)cc1
 : -6%	9%	29%	2%	-14%	6%	-1.1	15%	3%
CCCC(=O)NC(Nc1ccc(S(=O)(=O)Nc2ncccn2)cc1)(C(=O)OCC)C(F)(F)F (stereo not drawn)
 : 0%	0%	8%	-8%	0%	18%	0.0	-9%	2%
CCc1nc(N2CCCCC2C)c2oc3ccccc3c2n1 (stereo not drawn)
 : -22%	24%	?	-3%	?	17%	-0.2	0%	-12%
CC1CCN(S(=O)(=O)c2ccc(NC(=O)CN3CCN(c4ccccc4)CC3)cc2)CC1
 : -6%[60.1 µM]	4%	12%	2%	-6%[57.4 µM]	2%	1.5	.	-3%
CC(NCc1ccccc1Cl)C(=O)Nc1ccc(C#N)cc1 (stereo not drawn)
 : -12%	-1%	73%[activator]	-8%	2%	15%	0.8	-7%	-3%
O=C(NC(c1ccc(Cl)cc1)c1c(O)ccc2ccccc12)c1ccccc1 (stereo not drawn)
 : -18%	-9%	3%	2%	-29%	-20%	0.7	11%	-16%
O=[N+]([O-])c1ccc(CN2CCCCCC2)cc1
 : 1%	4%	103%[activator]	-7%	2%	2%	0.4	12%	2%
Cc1csc(=O)n1CC(=O)OCC(=O)c1ccc(Br)cc1
 : -9%	6%	15%	.	-8%	.	0.4	8%	.
CCc1ccc(N2C(=O)CN(Cc3ccc(OC)c(OC)c3)C2=S)cc1
 : -26%	5%	8%	-12%	-20%	8%	0.2	1%	-1%
CSCCC(NS(=O)(=O)c1cccs1)C(=O)NCc1cccs1 (stereo not drawn)
 : -8%	2%	4%	-8%	58%	12%	-0.6	-11%	-1%
O=C(NC1CSCC1OC(=O)c1ccccc1)c1ccccc1 (stereo not drawn)
 : 6%	?	31%	-2%	-12%	22%	-0.7	-1%	-3%
CCCc1c(C(=O)OCC)[nH]c2c1C(=O)CCC2
 : -1%	15%	-7%	-9%	388%[activator]	36%	-0.5	-15%	-5%
S=C(NCC1CCCO1)N1CCN(Cc2ccccc2)CC1 (stereo not drawn)
 : 0%	5%	16%	-1%	?	?	-0.1	6%	-1%
COC(=O)c1ccccc1NC(=O)N[C@@H](C)C(=O)OC
 : 1%	-6%	17%	-6%	-5%	-1%	-0.6	-2%	-2%
O=C(Cc1ccsc1)NNC(=O)c1ccc(F)cc1
 : -14%	27%	9%	.	-20%	.	0.2	9%	.
COc1ccc([N+](=O)[O-])cc1NCC(=O)Nc1cc(S(=O)(=O)N2CCCCC2)ccc1C
 : 0%	19%	28%	.	-2%	.	-0.2	-14%	.
COCCNC(=O)CSc1nnc(-c2ccccc2)c(-c2ccccc2)n1
 : -9%	-2%	19%	-9%	-2%	16%	0.6	1%	3%
CC(C)(C)CC(=O)OCC(=O)Nc1cc(C(C)(C)C)nn1-c1ccccc1
 : -8%	11%	31%[activator]	?	14%	0%	-0.1	1%	-5%

# Additional entries follow.
# Every second line gives: POLK inh	APE1 inh	POLI inh	Anesthetic bind	ALOX12 inh	Pol beta inh	TRHR ag	ERG-DNA inh	BLM helicase inh
Cc1ccc(NC(=O)CSc2nc(=O)n(Cc3ccco3)c3c2CCC3)cc1F
 : -4%[60.1 µM]	.	5%	?	?	-1%	-0.3	-6%	-4%
CCCCc1ccc(-c2nc(N)n[nH]2)cc1
 : -22%	-2%	21%	?	-2%	11%	-0.5	3%	-4%
Cc1c(C(=O)NN2CCOCC2)oc2ccccc12
 : -9%	-1%	37%[activator]	-5%	-9%	20%	0.0	-7%	-5%
CCN(CC)c1ccc(S(=O)(=O)N2CCOCC2)cc1NC(=O)CSc1cccc[n+]1[O-]
 : 1%	5%	15%	-3%	-1%	7%	-2.0	-3%	8%
Cc1ccc(OCC(=O)Nc2cc(NC(=O)COc3ccc(C)c(C)c3)cc(C(=O)O)c2)cc1C
 : -20%	-9%	-15%	-2%	?	50µM*	0.1	10%	-9%
Cc1noc(C)c1-c1nnc(-c2ccc(OC(F)(F)F)cc2)o1
 : -16%	-2%	1%[58.9 µM]	-5%	97%[activator]	1%	-1.1	2%	6%
O=C(CSc1nnnn1C1CCCC1)c1ccc2c(c1)OCCO2
 : -7%	-6%	13%	5%	-17%	9%	0.2	.	-4%
COc1cccc(C(=O)COc2ccc3c(C)cc(=O)oc3c2)c1
 : -4%	27%	19%	1%	?	36%	0.1	-9%	-13%
Cc1ccc(S(=O)(=O)NCCC(=O)NCc2cccnc2)cc1
 : 7%	7%	19%	-4%	10%	0%	0.1	9%	-3%
Cc1cccc(NS(=O)(=O)c2cc(C(=O)N3CCN(C)CC3)ccc2C)c1
 : -15%	1%	15%	-7%	9%	1%	-0.8	-1%	-6%
O=C(OCC(=O)N1c2ccccc2Sc2ccccc21)c1ccc[n+]([O-])c1
 : 2%	-3%	-2%	-15%	-5%	6%	-0.2	-1%	-1%
COc1cc(C(CCN2CCCCC2)c2c(OC)cc(OC)c3c2OC(=O)CC3c2ccc(N(C)C)cc2)cc(OC)c1OC (stereo not drawn)
 : -10%	-2%	-12%	-3%	.	.	.	.	1%
COc1ccc(C(=O)Cc2ccc3c(c2)OCO3)c(O)c1
 : -8%	2%	8%	-1%	-24%	20%	0.2	-1%	5%
COc1cccc(-n2ccnc2SCC(=O)Nc2ccccc2F)c1
 : 0%	-3%	3%	-17%	31%[activator]	-2%	-3.0	8%	4%
Cc1cc(OC(C)C(=O)Nc2ccncc2)ccc1Cl (stereo not drawn)
 : -3%	18%	-19%	-7%	15%	21%	-0.8	-14%	-9%
CCC(c1nnc(SCC(=O)Nc2cccnc2Cl)n1-c1ccccc1)N(C)C (stereo not drawn)
 : 0%	-1%	78%[activator]	-2%	-15%	3%	0.4	2%	-12%
c1ccc2c(-n3ccnc3)nc(-c3ccoc3)nc2c1
 : ?	-3%	.	0%	?	.	.	.	-12%
COc1ccc(N/C=C2\CCc3ccccc3C2=O)cc1
 : -7%	2%	9%	-24%	?	20%	4.6	2%	-7%
COCCn1nnnc1C(C(C)C)N1CCSCC1 (stereo not drawn)
 : 4%	3%	20%	0%	-13%	-2%	-0.3	-4%	1%
C=CCn1c(SCC(=O)Nc2ccc(OC)cc2)nc2c([nH]c3ccccc32)c1=O
 : -6%	-12%	20%	6%	-2%	32%	0.5	-2%	-4%
CCc1cc(=O)oc2c(C)c(O[C@@H]3O[C@H](CO)[C@@H](O)[C@H](O)[C@H]3O)ccc12
 : -1%	22%	146%[activator]	10%	-5%	-7%	0.2	4%	-7%
CN(CCOc1ccc(F)cc1)Cc1ccccc1
 : 2%	0%	118%[activator]	-5%	?	2%	0.0	-5%	-3%
CCOc1ccccc1-n1c(CN2CCN(C(=O)c3ccco3)CC2)nc2ccccc2c1=O
 : -6%	6%	-5%	-13%	5%	3%	0.0	-8%	-2%

# Taken from above.
# Entry of `COCCn1nnnc1C(C(C)C)N1CCSCC1` (stereo not drawn) under POLI inh: 20%
# Entry of `O=C(OCC(=O)N1c2ccccc2Sc2ccccc21)c1ccc[n+]([O-])c1` under APE1 inh: -3%
